Screening data deposited in PubChem by National Center for Advancing Translational Sciences (NCATS).
S3 lipid droplet: qHTS Assay for Lipid Storage Modulators in Drosophila S3 Cells; Drosophila S3 cells, BODIPY lipid droplet fluorescence, 18-24 h; cells fed with added oleic acid; Potency in µM for hits, for the others lipid storage change, negative = inhibition, % at the top dose, mostly 46.1 µM; 320,000 compounds, 0.64% hits; active = well fitted inhibition curve with a large enough effect in the signal ratio, with a control signal flat, not every such curve was filed as active; inconclusive = small, poorly fitted or top-dose-only effect, or effect the other way, or a change in a side signal; the % refers to the signal ratio
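Laser-scanning cytometry quantifies lipid droplet accumulation (500–530 nm total intensity; droplet/cell object ratio) in oleic acid-fed (400 uM added) Drosophila S3 cells treated with a concentration series. 20 uM Triacsin C defined 100% inhibition.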
S3 lipid droplet cell count max: further read-out of S3 lipid droplet, marked with its call; cell number change, %; measured here: cell count max response;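 cells counted by Cell Tracker Red CMTPX staining in the red channel; peak over a dose series mostly up to 46.1 µM; percent activity relative to internal control wells on each plate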
Starred values were filed as active, the others as inactive; i = inactive; ? = inconclusive; nt = not tested or not shown. % is scaled to controls: 0 for no effect and ±100 for the full control effect; potency is read from the fitted curve at half-maximal effect. Some of the compounds tested. The share of hits here may be higher or lower than overall.

Sample of the layout (six entries):
SMILES	S3 lipid droplet	S3 lipid droplet cell count max
Cn1nnc2cc(C(=O)Nc3ccccc3F)ccc21	?	nt
Cc1cc(C)c(NC(=O)COC(=O)c2cccc3c2C(=O)c2ccccc2C3=O)c(C)c1	?	nt
COc1ccc(C(=O)CSc2nnc(CNC(=O)c3ccco3)n2C)cc1OC	?	nt
COc1ccc(-c2csc(Nc3ccccn3)n2)cc1OC	?	nt
Cn1c(SCC(=O)NCc2ccco2)nnc1-c1ccc(S(=O)(=O)N2CCOCC2)cc1	5.8µM*	-9.5*
CN(C(=O)CSc1nc2ccccc2o1)C1CCCCC1	?	nt

Results, from the start:
SMILES	S3 lipid droplet	S3 lipid droplet cell count max
Cn1nnc2cc(C(=O)Nc3ccccc3F)ccc21	?	nt
Cc1cc(C)c(NC(=O)COC(=O)c2cccc3c2C(=O)c2ccccc2C3=O)c(C)c1	?	nt
COc1ccc(C(=O)CSc2nnc(CNC(=O)c3ccco3)n2C)cc1OC	?	nt
COc1ccc(-c2csc(Nc3ccccn3)n2)cc1OC	?	nt
Cn1c(SCC(=O)NCc2ccco2)nnc1-c1ccc(S(=O)(=O)N2CCOCC2)cc1	5.8µM*	-9.5*
CN(C(=O)CSc1nc2ccccc2o1)C1CCCCC1	?	nt
O=C(CSc1nnc(Cc2ccccc2)c(=O)[nH]1)Nc1ccccc1	20.4%	11.7
CCCCn1c(N)c(N(CCC(C)C)C(=O)c2ccccc2-n2cnnn2)c(=O)[nH]c1=O	?	nt
Cc1ccc(C)c(C(=O)CN2Cc3ccccc3C2=O)c1	?	nt
CN(CCC#N)CC(=O)Nc1ccc(NC(=O)CN(C)CCC#N)cc1	-0.1%	-9.9
Cc1ccc(Cc2cnc(N3C(=N)SC(C)C3=O)s2)cc1 (stereo not given)	1.2%	-13.6
CC1(C)CC(=O)c2c(n(S(=O)(=O)c3ccccc3)c3ccc(NS(=O)(=O)c4ccccc4)cc23)C1	-16.5%	-16.3
Cc1cc(C)c([N+](=O)[O-])cc1NC(=O)CCSc1ccccc1Cl	?	nt
O=C1N(c2cccc(Cl)c2)C(c2ccccc2)N2CCCN12 (stereo not given)	-4.6%	2.7
COc1ccc(OCc2nnc(SCC(=O)Nc3ccccc3F)o2)cc1	?	nt
O=C(NNC(=S)NC(=O)c1ccccc1Cl)c1cccc([N+](=O)[O-])c1	?	nt
O=C(COc1ccccc1)Nc1nc(-c2ccc(S(=O)(=O)N3CCOCC3)cc2)cs1	24.2%	-17.5
COc1cc(CCC(=O)Nc2ccc(Br)c(C(F)(F)F)c2)cc(OC)c1OC	?	nt
COc1cc(C2NC(=O)CCC2[N+](=O)[O-])cc(OC)c1OC (stereo not given)	?	nt
O=C(OCc1cc2ccccc2[nH]c1=O)c1ccco1	i	nt
Cc1ccc2nc(-c3ccccn3)cc(C(=O)NC(C)C(C)(C)C)c2c1 (stereo not given)	?	nt
O=[N+]([O-])c1cc(/C=N/N2CCN(Cc3ccccc3)CC2)ccc1Cl	?	nt
CC(=O)SCC(Cc1ccccc1)C(=O)NCC(=O)OCc1ccccc1 (stereo not given)	-0.4%	-28.0
COc1ccc(Cc2n[nH]c(=S)n2NC(=O)Nc2ccc(C)cc2)cc1	?	nt
CC(=O)Nc1ccc(S(=O)(=O)Nc2nccc(C3Cc4ccccc4C(=O)O3)n2)cc1 (stereo not given)	14.6µM*	-1.1*
Cc1csc(C(C#N)C(=O)c2ccncc2)n1 (stereo not given)	7.9%	-5.2
Cc1ccccc1-c1ccc(C=Nc2c(C)n(C)n(-c3ccccc3)c2=O)o1	?	nt
COC(=O)c1ccc(-n2ccnc2)cc1	6.9%	nt
O=c1c2ccccc2ncn1-c1ccc2c(c1)OCCO2	-3.0%	7.7
CN(C)/C=C/C(=O)c1cccc(C(F)(F)F)c1	2.8%	-11.8
Cc1c(C(=O)NC(C(C)C)C(C)C)cccc1[N+](=O)[O-]	1.9%	-0.2
COCCNC(=O)CN(C)S(=O)(=O)c1ccc2c(c1)OCCO2	?	nt
O=C(CSc1ncn[nH]1)N1CCN(S(=O)(=O)c2ccccc2)CC1	4.2%	11.4
CC(C)[C@H](NC(=O)c1ccccc1)C(=O)OCC(=O)Nc1ccc(Cl)cc1C(F)(F)F	-1.2%	2.0
COc1cc(C(=O)NC2CCCC2)c(Br)c(OC)c1OC	8.7%	nt
O/N=C1/CCCCC1c1ccccn1 (stereo not given)	-3.3%	0.6
CCn1cc(CN2CCN(Cc3ccccc3)C(CCO)C2)c2ccccc21 (stereo not given)	2.1%	-11.0
O=C(Nc1nnc(SCc2ccc(F)cc2)s1)c1ccccn1	?	nt
Cc1cccc(NC(=O)c2nc[nH]c2C(=O)NCc2ccccc2)c1	?	nt
COC(=O)Cn1c(=O)c2c(nc3n2CCCN3CCc2ccc(OC)c(OC)c2)n(C)c1=O	?	nt
S=C(NCCN1CCOCC1)Nc1ccc(Br)cc1	?	nt
CCn1cc(C(=O)N2CCc3ccccc32)c(=O)c2cc(S(=O)(=O)N3CCOCC3)ccc21	5.9%	-7.5
CN(C)C(=O)c1ccc(NC(=O)COc2ccc([N+](=O)[O-])cc2)cc1	?	nt
CCCCc1cc(=O)oc2c(C)c(OCC(=O)N3C[C@H]4C[C@@H](C3)c3cccc(=O)n3C4)ccc12	?	nt
O=C(CN1CCCCC1)Nc1ccc(S(=O)(=O)NC2CCCCC2)cc1	?	nt
CNC(=O)COC(=O)c1cccnc1SC	?	nt
Oc1cccc(/C=N/NC(=S)Nc2cccnc2)c1O	?	nt
NNC(=O)CNC(=O)CNS(=O)(=O)c1ccccc1	-15.2%	-6.9
O=C(/C=C/c1ccccc1)N1CCN(c2cccc(Cl)n2)CC1	?	nt
CC1=C(C(=O)OC2CCCCC2)C(c2ccc(N(C)C)cc2)NC(=O)N1 (stereo not given)	?	nt
COc1ccc(CN2C(=O)c3cccnc3C2Nc2cc(Cl)ccc2OC)cc1 (stereo not given)	i	nt
COC(=O)c1cc(Br)c(=O)n(Cc2ccc(C(=O)O)cc2)c1	-2.3%	4.7
COc1cccc(NC(=S)N(CCc2c(C)[nH]c3ccccc23)Cc2ccco2)c1	?	nt
CC(C)CNC(=O)COc1ccccc1[N+](=O)[O-]	7.0%	2.4
O=C(NC(=S)Nc1cc([N+](=O)[O-])ccc1O)c1cccnc1	?	nt
Cc1onc(-c2ccccc2Cl)c1C(=O)NNC(=O)c1nn(C)cc1Cl	-13.8%	-11.6
Cc1cc2nnc(SCc3ccccc3)n2c(N)n1	14.1%	23.7
CCOc1ccc(NC(=O)C2C(C(=O)O)C3(Cl)C(Cl)=C(Cl)C2(Cl)C3(Cl)Cl)cc1 (stereo not given)	?	nt
COc1ccc(NC(=O)N2CCN(C(=O)C(Cc3ccc(F)cc3)NC(C)=O)CC2)cc1 (stereo not given)	12.9%	5.0
CCN1C(=O)/C(=C/N(C(C)=O)c2ccccc2)N(c2ccccc2)C1=S	?	nt

(list continues)
SMILES	S3 lipid droplet	S3 lipid droplet cell count max
Cc1nn(-c2ccccc2)c(C)c1NC(=O)COC(=O)CC(C)c1ccccc1 (stereo not given)	?	nt
Cc1cc(Cl)ccc1Oc1ncnc2oc(-c3ccccc3)cc12	15.7%	-6.1
CC(Sc1nnc(N)s1)C(=O)NC1CCCCC1C (stereo not given)	?	nt
CC(=O)Nc1ccc(S(=O)(=O)Nc2cc(-c3ccccc3)nn2C)cc1	5.1%	14.3
N#C/C(=C/c1ccc(N2CCOCC2)o1)C(=O)Nc1ccccc1	?	nt
Cc1cc(N2CCOCC2)nc2ccc(NC(=S)NCCN(C)C)cc12	7.9%	15.7
CC(=O)NC(CC(=O)O)c1ccc(F)cc1 (stereo not given)	0.9%	1.5
CCOP(=O)(OCC)c1ccccc1OCP(C)(=O)COc1ccccc1P(=O)(OCC)OCC	?	nt
CCOC(=O)c1ccc(NC(=O)c2cc3c(C)nn(-c4ccccc4Cl)c3s2)s1	?	nt
Cc1ccc(Nc2cc(-c3ccccc3)nc3ncnn23)cc1	6.3%	7.1
CC(C)c1nc(SCC(=O)NCc2ccccc2)n[nH]1	?	nt
CCOC(=O)N1CCC(n2c(SCC(=O)N3CCCC3)nc3ccccc3c2=O)CC1	0.3%	6.4
Cc1cc(OCCN2CCCCC2)nc2ccccc12	i	-6.6
COc1ccc(C(=O)OCC(=O)Nc2nnc(-c3ccccc3)o2)cc1	-10.5%	0.7
COc1cc(C(=O)NNC(=O)NC2CCCCC2)cc(OC)c1OC	?	nt
CN(Cc1ccccc1)C(=O)CCC1CCN(S(C)(=O)=O)CC1	?	nt
Cc1sc2nc(CN3CCCCC3)nc(Cl)c2c1C	-7.3%	-6.8
O=C(NCc1ccco1)c1ccc2nccnc2c1	-3.6%	11.0
Cn1cnnc1Sc1ccc(S(C)(=O)=O)cc1[N+](=O)[O-]	-16.0%	nt
Cc1ccc(CCNC(=O)CCn2ccc3cc(S(=O)(=O)N4CCCC4)ccc32)cc1	?	nt

Shown field by field: part of the list above.
> Cc1cc(OCCN2CCCCC2)nc2ccccc12
- S3 lipid droplet: i
- S3 lipid droplet cell count max: -6.6

> COc1ccc(C(=O)OCC(=O)Nc2nnc(-c3ccccc3)o2)cc1
- S3 lipid droplet: -10.5%
- S3 lipid droplet cell count max: 0.7

> COc1cc(C(=O)NNC(=O)NC2CCCCC2)cc(OC)c1OC
- S3 lipid droplet: ?
- S3 lipid droplet cell count max: nt

Next results
SMILES	S3 lipid droplet	S3 lipid droplet cell count max
CCOC(=O)C(O)(CC(=O)c1ccc(Cl)cc1)C(=O)OCC	?	nt
CC1CCN(c2nc3c(c(=O)n(C)c(=O)n3C)n2CCSc2nc3ccccc3s2)CC1	?	nt
O=C(/C=C/c1ccc(Br)cc1)Nc1ccc(S(=O)(=O)Nc2ncccn2)cc1	-16.4%	28.8
COc1ccc(N2CCN(C(=O)c3sc4nc(-c5ccc(F)cc5)cn4c3C)CC2)cc1	i	nt
COc1ccccc1C(=O)Nc1ccc(C(=O)Nc2ccccc2C(=O)O)cc1	?	nt
O=[N+]([O-])c1ccc(C(O)C(CO)NC(=S)Nc2ccccc2)cc1 (stereo not given)	8.9%	0.1
CCC(=O)Nc1cccc(-c2ccc(N3CCN(C)CC3)nn2)c1	?	nt
Cc1ccc(-c2cc(C(=O)N3CCc4ccccc4C3)[nH]n2)cc1C	-45.8%	-24.2
Cc1nc2c(C(=O)O)cnn2c(C)c1Cc1ccccc1F	i	nt
CCOC(=O)N1CCN(C(=O)C2CC(=O)N(Cc3ccc(OC)cc3)C2)CC1 (stereo not given)	i	nt
Cc1ccc(S(=O)(=O)Nc2ccccc2F)cc1C(=O)NNC(=O)c1csc(N2CCOCC2)n1	?	nt
COc1ccc(Nc2nc(N)c([N+](=O)[O-])c(NCCO)n2)cc1	-9.2%	2.3
Brc1ccc(/C=N/Nc2ccccc2)cc1	?	nt
O=C(CCCOc1ccc(Cl)cc1)NCCc1ccccc1	?	nt
Cc1nnc(NC(=O)CSc2nccn2-c2ccc(F)cc2)s1	10.4%	2.3
CCc1ccc(C(=O)Nc2cc(C)on2)o1	?	nt
COc1ccc(NC(=O)Oc2ccccc2)cc1Cl	5.2%	-16.3
COc1ccccc1NS(=O)(=O)c1ccc2oc(SC3CCOC3=O)nc2c1 (stereo not given)	i	2.4
COc1ccccc1OCC(=O)NCC1CCCN(C(=O)c2ccccc2C(C)=O)C1 (stereo not given)	?	nt
COc1ccc(/C=C/CN2CCN(CCc3ccccc3)C(CCO)C2)cc1 (stereo not given)	-3.9%	4.0
COc1cc(C(=O)N(C)CC(=O)Nc2cccc(F)c2)ccc1OCc1ccccc1	3.4%	-7.4
Cc1cc(/C(N)=N/OC(=O)c2ccc(Cl)cc2)no1	?	nt
Cc1c(NC(=O)COC(=O)c2ccc(S(=O)(=O)N3CCOCC3)cc2)c(=O)n(-c2ccccc2)n1C	?	nt
NC(=O)[C@@H]1CCNc2c(I)cc([N+](=O)[O-])cc2C(=O)N[C@@H](CO)C(=O)N[C@@H](Cc2ccc(O)cc2)C(=O)N1	?	nt
COc1ccc(/C=C/C(=O)N(C)CC(=O)Nc2cccc(F)c2)cc1S(=O)(=O)N1CCCCC1	?	nt
O=C(CSC(=S)N1CCCCC1)Nc1nc(-c2ccccc2)c(-c2ccccc2)o1	?	nt
Cc1ccc(C)c(OCCC(=O)OCC(=O)Nc2ccc(N3CCOCC3)cc2)c1	?	nt
O=C(O)CCCC(=O)N1CCc2cc(S(=O)(=O)N3CCc4ccccc43)ccc21	?	nt
CCc1ccc2nc(NC(=O)C3CCN(c4ncnc5sc(C)c(C)c45)CC3)sc2c1	?	nt
C=C(C)c1cccc(C(C)(C)NC(=O)Nc2cc(C)ccn2)c1	?	nt
CC1(C)CC(=O)C=C(Nc2ccc(Cl)c(Br)c2)C1	1.0%	-6.2
Oc1ccc(Cl)cc1CNCc1ccc(F)c(F)c1	?	nt
O=C(CC(=O)c1ccccc1O)c1cccc(F)c1	?	nt
CCCCC1=CC2=CC(=O)C(C)(OC(=O)c3cnc4ccccc4n3)C(=O)C2=CO1 (stereo not given)	2.1%	26.4
O=C1CCc2ccccc2N1Cc1ccccc1	14.5%	-0.2
Cc1ccc(C)c(S(=O)(=O)c2c(C)cc(C)[nH]c2=O)c1	?	nt
COC(=O)c1ccc(C2C(C(=O)Nc3ccccc3C)=C(C)Nc3ncnn32)cc1 (stereo not given)	11.5%	-10.9
NC1=NC(=O)/C(=C/c2ccsc2)S1	?	nt
CC(CC(=O)NC1CCCCC1)S(=O)(=O)c1ccc2c(c1)NC(=O)CO2 (stereo not given)	i	5.4
O=C1NC(c2ccccc2)=CC(c2ccccc2O)N1 (stereo not given)	0.2%	0.0
C/C(CC(=O)Nc1ccccc1Cl)=N\NC(=O)C(=O)NCCO	-5.3%	-0.7
